HTR5A ag ctr – activates human HTR5A in OPRM1-OPRD1 agonist counter-screen | P47898 | HTR5A agonist assay, luminescence, cell-based | activation, % at 9.3 µM | actives 0.61% (n = 340,000); in the data active = activation mostly above about 9.5%, no sharp cut-off; inactive = mostly below about 7.6%;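 note: 0% = cells with vehicle only and 100% = reference agonist; strong numbers were not always called active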
NSD2 inh – NSD2 (human) methyltransferase inhibition; O96028; NSD2 peptide methylation, AlphaScreen, 120 min; inhibition, % at 12.5 µM; actives 0.54% (n = 310,000); in the data active = inhibition above about 50%
HTR5A inv ag – inverse agonist of human HTR5A in OPRM1-OPRD1 counter-screen | P47898 | HTR5A cell line, luminescence, inverse agonism | inhibition, % at 9.3 µM | actives 0.083% (n = 340,000) | AID 504634; in the data active = inhibition mostly above about 23%, no sharp cut-off; inactive = mostly below about 18%;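 note: 0% = cells with DMSO and 100% = no-cell wells with DMSO; some compounds called inactive have numbers as strong as hits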
MITF act – increases MITF-driven TRPM1 promoter luciferase signal; SK-MEL-5 TRPM1-promoter luciferase, 24 h; % of positive control, neutral wells = 0; activation, % at 12.5 µM; actives 0.75% (n = 300,000); AID 588334;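 active = mean activation of at least 80% with every replicate also reaching 80%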;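 note: 0% = neutral control wells and 100% = parthenolide positive control wells; values of inactives mirror those of a sister screen read the other way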
V-ATPase pH – alters yeast V-ATPase proton transport. S. cerevisiae, pHLuorin cytosolic pH fluorescence. response, % at 10 µM. actives 0.37% (n = 350,000); in the data active = response mostly above about 7.3%, no sharp cut-off; inactive = mostly below about 5.4%; note: actives read high; inactives centre near 0; some compounds called inactive have numbers as strong as hits; reference of the scale not given here
CDK5 p35 inh – blocks human CDK5/p35 kinase activity. inhibition, % at 10 µM. Q00535+Q15078. actives 0.01% (n = 330,000). Recombinant CDK5/p35, ADP-Glo luminescence, 60 min;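 active = highest replicate inhibition of at least 50% and at least 75% of replicates reaching 50%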;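 note: plate controls were DMSO neutral control for no effect and GW8510 at 10 µM for full effect; many of its hits are not listed in these tables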
PvdQ acylase – P. aeruginosa PvdQ acylase inhibition | actives 0.063% (n = 340,000) | inhibition, % at 10 µM | purified PvdQ acylase, fluorescence plate reader; in the data active = inhibition above about 30%, passing the limit was not always enough;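 note: 0% = vehicle neutral wells and 100% = reference inhibitor wells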
Wnt act – activators of Wnt/beta-catenin signaling | activation, % at 9.35 µM | actives 1.2% (n = 300,000) | Wnt/beta-catenin reporter cell assay, activator, plate reader; in the data active = activation above about 30%, passing the limit was not always enough;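 note: 0% = neutral control wells and 100% = positive control wells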
dFosB activator – activators of mouse delta FosB homodimer. activation, % at 25 µM. actives 0.99% (n = 340,000). purified delta FosB, TAMRA-CDK5 oligo fluorescence polarization; percent of positive-control signal above neutral wells. AID 493131;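 active = mean activation above about 17%, with every replicate also reaching it, limit read from the data, passing the limit was not always enough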;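 note: fluorescence polarization rise as delta FosB binds a TAMRA Cdk5 AP-1 oligo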
Target sequence (P13346 whole entry, looked up): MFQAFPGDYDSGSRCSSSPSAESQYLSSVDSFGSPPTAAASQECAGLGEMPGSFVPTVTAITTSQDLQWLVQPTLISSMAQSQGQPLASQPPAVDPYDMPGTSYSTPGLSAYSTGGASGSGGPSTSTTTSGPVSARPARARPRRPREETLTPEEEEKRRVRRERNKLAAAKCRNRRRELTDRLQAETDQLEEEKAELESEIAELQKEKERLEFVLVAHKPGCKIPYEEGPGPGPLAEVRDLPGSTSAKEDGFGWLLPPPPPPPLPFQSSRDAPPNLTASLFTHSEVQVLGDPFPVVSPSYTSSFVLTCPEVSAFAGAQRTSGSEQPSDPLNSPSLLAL
SR-BI HDL uptake – inhibitors of mouse SR-BI mediated HDL lipid uptake; Q61009; ldlA[mSR-BI] CHO cells, DiI-HDL uptake fluorescence, 3 h; inhibition, % at 12.5 µM; actives 0.96% (n = 320,000);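 active = mean replicate inhibition of at least 70% and a set share of replicates each scoring 70 or more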;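 note: 0% = median of neutral control wells and 100% = median of positive control wells; values of inactives mirror those of a sister screen read the other way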
Target sequence (Q61009 whole entry, looked up): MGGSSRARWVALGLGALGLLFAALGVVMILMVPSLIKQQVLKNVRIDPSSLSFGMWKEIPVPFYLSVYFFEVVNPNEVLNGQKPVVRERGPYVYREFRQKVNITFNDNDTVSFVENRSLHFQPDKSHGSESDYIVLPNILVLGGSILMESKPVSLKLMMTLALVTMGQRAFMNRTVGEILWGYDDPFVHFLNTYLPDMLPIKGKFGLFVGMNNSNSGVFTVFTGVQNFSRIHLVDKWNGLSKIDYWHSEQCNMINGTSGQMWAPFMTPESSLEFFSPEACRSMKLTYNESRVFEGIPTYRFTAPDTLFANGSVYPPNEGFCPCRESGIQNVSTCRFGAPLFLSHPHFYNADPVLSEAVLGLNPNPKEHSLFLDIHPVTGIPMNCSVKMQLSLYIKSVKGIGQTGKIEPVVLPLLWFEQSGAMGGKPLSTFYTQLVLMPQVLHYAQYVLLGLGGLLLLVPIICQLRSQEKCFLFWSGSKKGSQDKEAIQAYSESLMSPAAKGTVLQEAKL
* marks the source's active call; other numbers are inactive results; x = no result given.

Each structure is followed by: HTR5A ag ctr	NSD2 inh	HTR5A inv ag	MITF act	V-ATPase pH	CDK5 p35 inh	PvdQ acylase	Wnt act	dFosB activator	SR-BI HDL uptake
O=C(CS(=O)(=O)c1ccccc1)NCc1ccc(Cl)cc1
 : -1	-1	-5	-2	-5	0.2	-7	-2	-14	-13
c1ccc(-c2nc3cc4ccccc4cc3[nH]2)nc1
 : 1	-10	-1	-24	4	2.4	4	6	-2	2
CCc1ccc(NCCC(=O)c2ccc(Cl)cc2)cc1
 : 10	0	-26	-3	-5	-0.7	0	2	-1	-25
CCOC(=O)/C(C#N)=C/c1cc2cc(C)c(C)cc2nc1Cl
 : 7	25	27	24	3	-2.6	4	13	-5	-1
O=C(CN1CCN(c2ccccn2)CC1)NCc1cccs1
 : -2	0	-42	1	-1	1.8	8	2	7	-6
CCn1c(SCC(=O)N2CCCCCC2)nc2c([nH]c3ccccc32)c1=O
 : 1	x	14	-26	-1	-2.5	-13	-1	-5	-3
CCC(CO)Oc1cc(NC(=O)c2ccc([N+](=O)[O-])cc2)c2ncn(C(C)C)c2c1 (centres undefined)
 : 0	x	2	-4	4	-1.4	-5	17	5	45
COc1cccc(NC(=O)CN(C)S(=O)(=O)/C=C/c2ccccc2)c1
 : 1	2	-3	-3	x	0.5	-9	-1	-5	17
CCN1CCN(c2cc3nc(C)n(Cc4ccccc4)c(=O)c3cc2NC(=O)c2ccccc2F)CC1
 : -1	9	2	-44	1	0.1	0	-3	27*	28
CCCCN(CC)CCNC(=O)CCNC(=O)Cn1ccc2ccccc2c1=O
 : 6	3	-18	-4	-3	-2.0	-18	-1	4	x
CN1CCN(CC(=O)Nc2ccc(Oc3ccccc3)cc2)CC1
 : 8	-2	-22	x	4	-0.6	6	x	-1	-8
Cc1ccc(C)c(C(C)NC(=S)NCc2ccc(F)cc2)c1 (centres undefined)
 : 4	6	-24	-9	0	-5.5	-8	0	-7	21
COc1ccc(C2NN=C(c3c[nH]c4ccccc34)C2O)cc1 (centres undefined)
 : 4	-1	-16	1	1	0.1	-12	10	-4	19
CC(C)CCn1nnnc1C(c1ccccc1F)N1CCC(C(N)=O)CC1 (centres undefined)
 : -1	0	-5	-1	2	-0.4	-10	x	-2	-27
COc1ccc(N=Nc2c(-c3ccc(OC)cc3)[nH]oc2=O)cc1
 : 7	-1	-19	11	-4	1.9	-10	0	1	57
CCOC(=O)CCC(=O)N(CCN(C(=O)CCC(=O)OCC)c1ccccc1)c1ccccc1
 : 1	0	-3	13	1	-0.8	-13	-1	-8	-15
O=C(O)c1ccc2c(c1)NC(=O)C(N1CCCC1)S2 (centres undefined)
 : 0	19	4	-1	1	1.4	2	x	-2	-18
CN1CCN(c2ccc([N+](=O)[O-])cc2NC(=O)c2ccccc2Cl)CC1
 : 3	23	15	-3	1	-0.4	1	0	-2	9
COc1cccc(C(=O)NCC2CCN(c3ccc(S(=O)(=O)N4CCOCC4)cc3)CC2)c1
 : 2	-1	10	-12	2	-1.4	-9	x	-11	x
COc1ccc(S(=O)(=O)N2CCN(Cc3cccc(Cl)c3)CC2)cc1
 : 3	-1	-6	18	8	0.6	-12	x	-1	-11

Full records, quoted from the list. Screens in order: HTR5A ag ctr	NSD2 inh	HTR5A inv ag	MITF act	V-ATPase pH	CDK5 p35 inh	PvdQ acylase	Wnt act	dFosB activator	SR-BI HDL uptake
Results for CCC(CO)Oc1cc(NC(=O)c2ccc([N+](=O)[O-])cc2)c2ncn(C(C)C)c2c1 (centres undefined) : 0	x	2	-4	4	-1.4	-5	17	5	45
Results for CC(C)CCn1nnnc1C(c1ccccc1F)N1CCC(C(N)=O)CC1 (centres undefined) : -1	0	-5	-1	2	-0.4	-10	x	-2	-27
Results for CN1CCN(c2ccc([N+](=O)[O-])cc2NC(=O)c2ccccc2Cl)CC1 : 3	23	15	-3	1	-0.4	1	0	-2	9

Further records follow.
Each structure is followed by: HTR5A ag ctr	NSD2 inh	HTR5A inv ag	MITF act	V-ATPase pH	CDK5 p35 inh	PvdQ acylase	Wnt act	dFosB activator	SR-BI HDL uptake
Cc1ccc(Nc2cc(-n3nc(C)cc3C)ncn2)c(C)c1
 : 1	1	11	x	1	-1.8	-11	x	-8	31
Fc1ccccc1OCCn1c(=S)[nH]c2ccccc21
 : -1	0	3	x	-1	3.5	-25	16	-10	5
CCN(CC)S(=O)(=O)c1ccc(OC)c(NC(=O)C(C)Oc2ccc3c(C)cc(=O)oc3c2)c1 (centres undefined)
 : -2	-2	-9	-10	1	-0.2	0	-1	-11	43
Cc1cc(C)c(OCCCCN2CCNCC2)c(C)c1
 : 2	x	-7	-1	3	0.9	-14	-2	-3	10
CN1C(=O)[C@H]2[C@@H](c3ccc(F)cc3)N3C(=O)c4ccccc4NC(=O)[C@@]3(C)[C@H]2C1=O
 : 3	x	-3	-12	0	1.1	10	x	1	-3
O=C(NCc1ccc2c(c1)OCO2)C1(S(=O)(=O)c2ccccc2)CC1
 : 4	0	-14	-16	8	-3.5	-6	-1	2	-12
C(CCCN1CCCCC1)CCN1CCCCC1
 : -2	2	-11	x	3	-2.9	-15	1	7	1
Nc1nnc(Sc2ncccc2[N+](=O)[O-])s1
 : 2	-1	0	-14	2	0.8	-2	4	-4	4
C[C@]1(CC/C(=C/CO)CO)[C@H](CO)CC[C@@]23COC(=O)C2=CCC[C@@H]31
 : 5	x	1	-4	3	0.0	8	-2	2	2
CNC(=O)C(=O)NCC1OCCN1S(=O)(=O)c1ccc([N+](=O)[O-])cc1 (centres undefined)
 : -1	0	-54	25	2	-0.4	12	x	6	-36
Cn1c(Cc2cccc3ccccc23)nnc1SCc1ccc([N+](=O)[O-])cc1
 : 3	1	1	-9	-1	1.9	-7	x	-5	38
O=C(CN(Cc1ccc(Br)cc1)S(=O)(=O)c1ccccc1)NCc1ccccn1
 : 1	0	11	0	-1	-0.9	-6	-1	-8	-14
C#CCOCCOCCOCCNc1nc(N2CCN(C(=O)CCCCCCCCCCNC(=O)[C@H](CO)n3cc(CCCSC)nn3)CC2)nc(N2CCN(C(=O)CCCCCCCCCCNC(=O)[C@H](CCCCN)n3cc(CCO)nn3)CC2)n1
 : 6	x	0	-6	-4	2.7	-5	-8	-263	16
Brc1cc(/C=N/n2cnnc2)oc1Br
 : -1	-2	11	-11	1	0.9	-3	2	-13	-30
O=C(N/N=C/c1ccc(Cl)cc1)C1CC12CCC2 (centres undefined)
 : 2	-4	-3	38	2	0.2	-8	7	-5	16
CCOc1ccc(-c2noc(=O)[nH]2)cc1
 : 0	-5	-3	14	2	2.0	-17	-1	6	13
C[C@H](CO)N1C[C@H](C)[C@@H](CN(C)C(=O)Nc2ccccc2)Oc2ccc(NC(=O)Cc3ccccc3)cc2C1=O
 : 4	x	-7	1	-2	1.1	-19	2	1	-19
O=C(/C=C/c1ccc(Cl)cc1)NCCc1ccccc1
 : -5	-2	-9	44	2	-1.3	-8	12	-5	-1
O=C(COc1ccccc1)Nc1ccc(-c2nnc(-c3ccco3)o2)cc1
 : 16*	-1	-30	0	-1	-0.1	-7	x	-3	16
CN(Cc1ccccc1)C(=O)COC(=O)/C=C/c1ccc2c(c1)OCO2
 : 10	-1	-24	37	5	0.0	6	8	-9	-33
C=CCNCCCOc1ccc(C(C)(C)c2ccccc2)cc1
 : -1	30	14	11	1	0.2	-3	-5	0	-20
COCCOC(=O)c1[nH]c2c(c1C)C(=O)CC(c1cc(OC)c(OC)c(OC)c1)C2 (centres undefined)
 : 4	0	-15	-10	4	1.0	-5	0	-6	37
CC(C)(C)NC(=O)COc1ccc2oc3c(c2c1)CCCC3
 : 7	0	-4	10	-2	0.3	11	1	-14	-5
COc1ccccc1N1CC(C(=O)OCc2nc(N)nc(Nc3ccccc3)n2)CC1=O (centres undefined)
 : -1	-3	2	8	-3	0.6	13	-3	-3	-8
COc1ccc(N2CCN(C(c3ccccc3OC)c3nnnn3Cc3ccco3)CC2)cc1 (centres undefined)
 : 2	5	-5	-5	-5	1.2	3	x	-7	22
O=C1CC(NS(=O)(=O)c2cccnc2)CN1c1ccccc1 (centres undefined)
 : 5	-1	-12	4	3	-4.7	-25	-2	-1	-15
Cn1c(=O)n(C)c2cc(S(=O)(=O)Nc3cc(Cl)ccc3O)ccc21
 : 0	0	1	-9	-1	2.4	3	-2	-3	17
COc1cccc(C(=O)NC2CCCc3ccccc32)c1 (centres undefined)
 : 3	-1	4	-18	5	-0.1	8	-7	-5	8
Cc1noc(C)c1C(=O)OCC(=O)NC1CCCCC1C (centres undefined)
 : -4	-6	13	0	-2	1.5	8	0	-1	0
CCOc1ccccc1C=NNC(=O)CCCCC(=O)NN=Cc1ccccc1OCC
 : 2	-2	-7	-8	3	0.8	-8	0	1	81*
N#CCCCN1C(=O)C(=C(C#N)C#N)c2ccccc21
 : -2	-3	5	-44	0	-1.5	3	-1	-5	-6
CC1(C)CC(=O)C(C(O)c2cccc([N+](=O)[O-])c2)C(C)(C)N1 (centres undefined)
 : 3	-4	-13	x	0	-1.1	-2	-1	-1	-2
COC(=O)c1ccc(CO/N=C2\CCCc3nonc32)cc1
 : 5	0	-13	19	0	0.8	8	-2	1	14
COc1cc(C(=O)NNC(=O)c2ccc(F)cc2)ccc1OCC(=O)N1CCOCC1
 : 0	4	7	0	5	1.4	5	1	3	3
O=C(O)CCc1ccc(-c2cccs2)n1NC(=O)c1ccc(Cl)cc1Cl
 : 1	35	23	-6	-5	3.0	1	8	3	0
O=C(CNC(=O)c1ccccc1Br)N/N=C/c1cccnc1
 : 0	-4	-41	7	-1	1.7	0	1	3	8
CCCCNC(=O)c1ccc2nc(-c3ccco3)c(-c3ccco3)nc2c1
 : 3	x	-10	x	0	-0.4	8	-1	-21	15
CCCc1cc(C(F)(F)F)c(C#N)c(=O)[nH]1
 : 2	0	-7	3	4	-1.6	-11	0	0	-8
CC(=O)Nc1c(Cl)cc(Cl)c2c1Cc1cc(Cl)ccc1-2
 : 2	0	-6	-4	-5	0.1	4	0	-7	3
COCCNS(=O)(=O)c1ccc(C)c(C)c1C
 : 0	5	-1	9	-3	1.3	-8	-1	-4	6
Cc1ccc(S(=O)(=O)NN=C2CCN(Cc3ccccc3)CC2)cc1
 : 5	-2	8	1	-3	-1.6	-9	x	-1	-10
Cc1ccc(/C=N/NC(=O)COc2ccc(Cl)c(C)c2)o1
 : 6	-3	-16	x	0	-0.7	-6	1	5	x
CCOC(=O)/C=C/[C@H]1CC(c2ccccc2)(c2ccccc2)CO1
 : 6	x	-27	-6	6	0.8	-13	-3	-8	-6
Cc1nc(-c2ccc(Cl)cc2)sc1C(=O)CBr
 : -2	17	4	-13	-6	1.3	9	2	-7	5
Cc1cc(C)nc(NC(=O)c2c(-c3ccccc3Cl)noc2C)n1
 : -4	0	2	x	2	-0.8	-10	-2	8	-3
COc1ccc(-c2csc(NC(=O)COC(=O)c3ccco3)n2)cc1
 : 6	29	-13	62	2	-0.6	-7	20	-5	-20
Cc1cccc(NC(=O)COC(=O)COc2ccc3c(c2)CCC3)c1
 : 1	0	3	-5	-7	0.0	2	-2	1	-19
CCN(CC(=O)Nc1ccc(NC(C)=O)cc1)C(=O)CCCc1nc2ccccc2s1
 : -6	-3	17	-2	-1	-3.3	-4	1	-12	5
CCCc1ccc(Oc2cc(Cl)nc(N)n2)cc1
 : -1	0	10	27	3	-1.1	-15	11	0	-22
Nc1c(N2CCCC2)cc(Cl)c2nonc12
 : 4	x	-3	x	2	0.3	-9	x	-14	-18
CCCCn1c(N)c(N(CCOC)C(=O)C2CC(=O)N(c3ccc(CC)cc3)C2)c(=O)[nH]c1=O (centres undefined)
 : -7	-4	17	-1	3	-1.0	-12	0	4	-10
